PREPL inh: PREPL enzyme inhibitors, primary screen, biochemical, fluorescence polarization; Prolyl endopeptidase-like (Homo sapiens), Q4J6C6; recombinant PREPL, fluorescence polarization activity-based probe; inhibition, % at 5.96 µM; 320,000 tested, 0.68% active; AID 2751, 2010; in the data active means inhibition above about 43%;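 further: 0% = enzyme with DMSO and 100% = wells lacking enzyme; many of its hits are not listed in these tables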
PAFAH2 inh: PAFAH2 enzyme inhibitors, primary screen, biochemical, fluorescence polarization, human; 340,000 tested, 0.99% active; inhibition, % at 3.39 µM; Platelet-activating factor acetylhydrolase 2, cytoplasmic (Homo sapiens), Q99487; recombinant PAFAH2, FP-rhodamine activity probe;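 active means inhibition above the mean over all tested compounds plus 3 SD, cut at about 30% in these data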;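 further: inhibitors block probe labeling of enzyme so polarization drops; 0% = enzyme with DMSO and 100% = wells lacking PAFAH2 protein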
PAFAH1B3 inh: PAFAH1B3 enzyme inhibitors, primary screen, biochemical, fluorescence polarization, human; recombinant PAFAH1B3, FP-rhodamine probe; inhibition, % at 3.39 µM; 340,000 tested, 0.28% active; Platelet-activating factor acetylhydrolase IB subunit alpha1 (Homo sapiens), Q15102; AID 492972, 2010;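 active means inhibition above the screen-wide average of all tested compounds plus 3 SD, cut at about 25% in these data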;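 further: 0% = enzyme with DMSO only and 100% = wells lacking PAFAH1B3 protein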
PAD4 FP inh: human PAD4 inhibitors, primary screen, biochemical, fluorescence polarization, 1536-well format | recombinant PAD4, RCA probe fluorescence polarization | inhibition, % at 6.36 µM | 330,000 tested, 0.41% active | AID 485272, 2010;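 active means percent inhibition above a cutoff equal to the mean of all tested compounds plus 3 SD, cut at about 15% in these data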;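 further: 0% = PAD4 with RCA probe and DMSO and 100% = probe without PAD4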
Target sequence (Q9UM07 whole entry, looked up): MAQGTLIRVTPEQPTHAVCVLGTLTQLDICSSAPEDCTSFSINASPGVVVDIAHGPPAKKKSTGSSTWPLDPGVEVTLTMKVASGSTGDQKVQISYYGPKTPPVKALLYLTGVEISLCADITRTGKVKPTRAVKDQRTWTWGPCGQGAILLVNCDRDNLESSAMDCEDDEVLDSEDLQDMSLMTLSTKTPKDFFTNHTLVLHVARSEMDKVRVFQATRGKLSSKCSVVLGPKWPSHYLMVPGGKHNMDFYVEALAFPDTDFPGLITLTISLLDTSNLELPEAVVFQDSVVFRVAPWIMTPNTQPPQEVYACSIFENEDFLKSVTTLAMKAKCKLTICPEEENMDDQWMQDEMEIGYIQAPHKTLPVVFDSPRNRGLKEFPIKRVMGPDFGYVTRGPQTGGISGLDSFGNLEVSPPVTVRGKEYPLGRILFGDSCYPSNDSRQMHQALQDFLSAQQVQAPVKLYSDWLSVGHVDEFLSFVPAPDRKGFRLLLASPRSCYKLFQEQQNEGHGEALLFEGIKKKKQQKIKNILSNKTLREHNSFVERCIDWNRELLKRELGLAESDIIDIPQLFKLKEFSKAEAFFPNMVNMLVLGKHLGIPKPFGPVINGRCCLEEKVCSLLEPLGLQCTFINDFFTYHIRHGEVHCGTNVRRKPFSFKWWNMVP
pPAFAH FP inh: pPAFAH enzyme inhibitors, primary screen, biochemical, fluorescence polarization, human; recombinant pPAFAH, FP-rhodamine probe fluorescence polarization; inhibition, % at 3.39 µM; Platelet-activating factor acetylhydrolase (Homo sapiens), Q13093; 330,000 tested, 1.5% active;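 active means inhibition above the mean inhibition across the screen plus 3 SD, cut at about 25% in these data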;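 further: inhibitors block binding of the rhodamine activity-based probe so polarization drops; 0% = enzyme with DMSO and 100% = wells lacking pPAFAH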
PAFAH1B2 FP inh: PAFAH1B2 enzyme inhibitors, primary screen, biochemical, fluorescence polarization, human. Platelet-activating factor acetylhydrolase IB subunit alpha2 (Homo sapiens), P68402. recombinant PAFAH1B2, FP-rhodamine activity probe. inhibition, % at 3.39 µM. 340,000 tested, 1.2% active. AID 492953, 2010;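 active means inhibition above the mean of all tested compounds plus 3 SD, cut at about 24% in these data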;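 further: 0% = enzyme with DMSO and 100% = wells lacking PAFAH1B2; many of its hits are not listed in these tables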
LYPLA2 counter: LYPLA2 inhibitors, primary screen, counter-screen for PME1 inhibitor project, biochemical, fluorescence polarization, FP-Rh probe ABPP; Acyl-protein thioesterase 2 (Homo sapiens), O95372; recombinant LYPLA2; inhibition, % at 5.9 µM; 320,000 tested, 0.38% active; AID 2177, 2009;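 active means inhibition above the screen-wide mean plus 3 SD, limit set per campaign, cut at about 26% in these data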;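 further: 0% = LYPLA2 with DMSO and 100% = wells lacking LYPLA2 enzyme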
GSTO1 counter: inhibitors of recombinant GSTO1, primary screen, counter-screen for RBBP9 inhibitor project, biochemical, fluorescence polarization; Glutathione S-transferase omega-1 (Homo sapiens), P78417; activity-based probe fluorescence polarization; inhibition, % at 5.96 µM; 300,000 tested, 1.1% active;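 active means inhibition above the campaign mean inhibition plus 3 SD, cut at about 35% in these data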;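 further: 0% = GSTO1-1 with DMSO and 100% = wells lacking GSTO1-1 enzyme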
LYPLA1 counter: LYPLA1 inhibitors, primary screen, counter-screen for PME1 inhibitor project, biochemical, fluorescence polarization, FP-Rh probe ABPP | recombinant LYPLA1 | inhibition, % at 5.9 µM | Acyl-protein thioesterase 1 (Homo sapiens), O75608 | AID 2174, 2009 | 320,000 tested, 0.16% active;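 active means inhibition above the mean of all tested compounds plus 3 SD, set per campaign, cut at about 14% in these data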;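 further: inhibitors block serine hydrolase probe labeling of LYPLA1 so polarization falls; 0% = enzyme with DMSO and 100% = wells lacking LYPLA1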
Target sequence (O75608 whole entry, looked up): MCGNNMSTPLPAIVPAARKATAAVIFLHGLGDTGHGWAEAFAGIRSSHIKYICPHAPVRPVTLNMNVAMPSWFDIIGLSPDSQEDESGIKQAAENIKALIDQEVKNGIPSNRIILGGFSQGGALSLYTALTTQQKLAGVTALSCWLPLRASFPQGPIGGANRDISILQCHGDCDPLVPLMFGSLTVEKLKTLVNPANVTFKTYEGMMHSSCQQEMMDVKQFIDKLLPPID
Starred values were filed as active, the others as inactive; / = not tested or not shown. An excerpt. The share of hits here may be higher or lower than overall.

SMILES | PREPL inh | PAFAH2 inh | PAFAH1B3 inh | PAD4 FP inh | pPAFAH FP inh | PAFAH1B2 FP inh | LYPLA2 counter | GSTO1 counter | LYPLA1 counter
CCCCC(=O)OCc1nc2ccccc2s1 | -8 | -1 | 5 | 0 | 4 | -1 | 4 | -2 | 3
COc1ccc(NC(=O)c2ccccc2S(=O)c2ccccc2C#N)cc1 (centres undefined) | 0 | 9 | 7 | -4 | -5 | 3 | 0 | -1 | 0
O=C(Nc1ccccc1C(=O)N/N=C/c1ccco1)c1ccc(F)cc1 | 0 | -1 | 14 | -3 | -1 | 8 | -4 | -3 | -1
CCOC(=O)O[C@]1(C(=O)OCCl)CC[C@H]2[C@@H]3CCC4=CC(=O)C=C[C@]4(C)[C@H]3[C@@H](O)C[C@@]21C | 3 | / | / | -6 | -2 | / | 3 | 6 | 1
CCOC(=O)C1CCN(S(=O)(=O)CCNC(=O)c2ccc3c(c2)OCO3)CC1 | -11 | 2 | 5 | 0 | 4 | 3 | 5 | -3 | -1
COc1ccccc1-c1cn[nH]c1-c1ccc(OCc2ccc([N+](=O)[O-])cc2)cc1O | 16 | -8 | 8 | -2 | 0 | 8 | -7 | -7 | -9
CC1C/C(=C\c2ccccc2[N+](=O)[O-])c2nc3ccccc3c(C(=O)O)c2C1 (centres undefined) | 17 | -6 | 4 | 0 | 3 | -2 | -6 | -25 | -4
CCOC(=O)/C=c1\s/c(=C\c2ccc3cc(OC)ccc3c2)c(=O)n1CC(=O)NCC1CCCO1 (centres undefined) | 1 | 1 | 5 | 1 | -1 | -1 | -4 | -2 | -1
CCCc1nc(C)cc(N2CCN(c3ccccc3)CC2)n1 | 25 | -7 | 10 | 0 | 4 | -2 | 0 | -1 | 5
CCOC(=O)C1CCN(C(=O)c2sccc2Cl)CC1 | -5 | 1 | 10 | -8 | -2 | -3 | -5 | -3 | -4
Cc1ccc(NS(=O)(=O)c2ccc(C(=O)NCc3ccccn3)cc2)cc1 | -2 | 2 | 7 | -2 | 31* | 6 | 4 | 8 | -4
COc1ccc(C(CNC(=O)Cc2ccc3ccccc3c2)N(C)C)cc1 (centres undefined) | -4 | -9 | -3 | 4 | 0 | 4 | -10 | 5 | -1
CN(CCOc1ccccc1)C(=O)C1CCC(=O)N(CCCN2CCOCC2)C1 (centres undefined) | 12 | 1 | -8 | -7 | -6 | -3 | -3 | 2 | -3
Cn1nc(C(=O)Nc2ccccc2Cl)cc1C(=O)Nc1ccccc1Cl | -4 | 3 | 8 | 0 | 6 | 0 | 7 | -6 | 2
Cc1cccc(NC(=O)Nc2c(C)[nH]c(=O)[nH]c2=O)c1C | -6 | 0 | 3 | 6 | 6 | 6 | 7 | 0 | 10
Cc1c(CN(C)CCc2ccccc2)c(=O)n(-c2ccccc2)n1C | 4 | -3 | 15 | 0 | 8 | 1 | 1 | -11 | -3
CCNC(=O)CSc1nnc(CN2CCCCCC2=O)n1-c1ccccn1 | 10 | 5 | 2 | -2 | 1 | 2 | -1 | -4 | -1
O=C(O)c1cc(N/N=C/c2ccc3c(c2)OCCO3)ccc1Cl | -1 | 8 | 3 | -2 | 8 | 7 | 3 | -4 | 2
CCCCN(C)C(=O)c1nc2ccccn2c1CN1CCN(c2ccccn2)CC1 | 17 | 0 | 0 | -1 | 2 | 3 | 0 | -2 | -2
COc1cccc(-c2nc(CS(=O)(=O)CC(=O)N3CCN(c4ccccn4)CC3)c(C)o2)c1 | -16 | 0 | 0 | -5 | 6 | 4 | 4 | -2 | -1
O=C(O)C1CC(=O)N(CCc2ccccc2)C1 (centres undefined) | 3 | -1 | -4 | 3 | -6 | 5 | 4 | 6 | 0
COc1ccc(CC(=O)OCC(=O)Nc2cc(S(=O)(=O)N3CCOCC3)ccc2N2CCCC2)cc1 | 13 | 7 | 5 | 6 | 21 | 4 | -1 | 19 | -1
O=C(COC(=O)c1cccc(C(=O)OCC(=O)NC2CC2)n1)NC1CC1 | 7 | -2 | 7 | -1 | 1 | -9 | 1 | 15 | 0
O=C(c1cn(-c2ccccc2)nc1-c1cccs1)N1CCOCC1 | -6 | 5 | -4 | -9 | 3 | -5 | 5 | 1 | -2
O=S(=O)(c1ccc(N2CCN(c3ccc(F)cc3)CC2)cc1)N1CCCC1 | 15 | 0 | 6 | -1 | 4 | 1 | 3 | 0 | 0
Cc1ccc(/C=N/NC(=O)c2cc(-c3cccnc3)nc3ccccc23)cc1 | 20 | 1 | -5 | -2 | 2 | 5 | -3 | 7 | 0
CCCNC(=O)NS(=O)(=O)c1ccc(Cl)cc1 | 6 | 4 | -3 | -4 | 1 | 3 | 0 | 7 | -1
C/C(CCN1CCc2nc(-c3ccccc3)c(-c3ccccc3)cc2C1)=N\O[C@@H](C)c1cc(-c2c(C)cc(C)cc2C)no1 | 9 | -2 | 0 | -1 | 5 | 2 | 6 | 4 | -4
CCNC(=S)N(CCc1c(C)[nH]c2ccc(C)cc12)Cc1cc(OC)c(OC)c(OC)c1 | 5 | 0 | 7 | 7 | 14 | 7 | 1 | 2 | -1
Cc1ccc(NC(=O)CN(C)Cc2ccc(F)cc2)c([N+](=O)[O-])c1 | 19 | 3 | 6 | 1 | 7 | 6 | 4 | 15 | -1
COc1ccc(NC(=O)CN2CCN(S(=O)(=O)N3CCCCCC3)CC2)cc1 | 3 | -11 | -1 | -1 | 8 | 1 | 6 | 1 | 2
Cn1nc(C(C)(C)C)cc1C(=O)Nc1nc2c(s1)C(=O)CC(C)(C)C2 | 4 | -3 | 1 | -1 | -1 | 15 | -3 | -9 | -5
CCn1c(COc2ccccc2C)nnc1SCC(=O)OC | 0 | 1 | 3 | 0 | 0 | -1 | -2 | 7 | -1
COc1cc(C(=O)Nc2nc(C)c(Cc3ccc4c(c3)OCO4)s2)cc(OC)c1OC | 8 | -4 | 7 | -2 | 2 | 0 | 0 | -2 | -11
Cc1ccc(NC2=NCC(=O)N2Cc2ccccc2)c(C)c1 | -1 | 8 | 1 | -3 | 4 | 4 | 0 | 12 | -1
O=[N+]([O-])c1ccccc1S(=O)(=O)NCc1cccnc1 | 2 | 0 | -4 | 3 | 5 | 3 | -1 | 3 | 2
Cc1cccc(Cn2cccc2/C=C2/C(=N)N3C=CSC3=NC2=O)c1 | -19 | -5 | -1 | -10 | 24 | -4 | -15 | -6 | -11
CCOc1ccc(NC(=O)Cn2c(=O)oc3cc(Cl)ccc32)cc1 | 6 | -5 | 4 | 1 | 5 | 6 | 5 | 1 | -1
O=c1c(Cc2ccc(Cl)cc2Cl)c(O)ccn1Cc1ccc(Cl)cc1 | -31 | 4 | 1 | 0 | 5 | 28* | -2 | -8 | 1
Cc1c2ccccc2nc2c(F)c(NC(C)C)c(F)c(F)c12 | 0 | 12 | 7 | -4 | 16 | 6 | 2 | 29 | 0

Brought forward from above: 2 compounds; new compounds follow.
SMILES | PREPL inh | PAFAH2 inh | PAFAH1B3 inh | PAD4 FP inh | pPAFAH FP inh | PAFAH1B2 FP inh | LYPLA2 counter | GSTO1 counter | LYPLA1 counter
O=c1c(Cc2ccc(Cl)cc2Cl)c(O)ccn1Cc1ccc(Cl)cc1 | -31 | 4 | 1 | 0 | 5 | 28* | -2 | -8 | 1
Cc1c2ccccc2nc2c(F)c(NC(C)C)c(F)c(F)c12 | 0 | 12 | 7 | -4 | 16 | 6 | 2 | 29 | 0
Cc1cc(C(=O)OCC(=O)N2CCOCC2)ccc1[N+](=O)[O-] | -5 | 3 | -6 | 2 | 1 | 0 | 6 | 8 | -3
CCCCC(=O)Nc1ccc(C(=O)Nc2ccc3c(c2)OCO3)cc1 | 0 | 6 | -1 | 3 | 2 | -2 | -2 | 0 | 0
CC1=CCC(Cc2nc3ccccc3o2)C1(C)C (centres undefined) | 6 | -1 | -3 | -2 | 2 | 1 | 4 | -2 | 2
O=C(COc1ccc(F)cc1)N1CCc2ccccc2C1 | -10 | 5 | 6 | -1 | 1 | 3 | 1 | 9 | 2
CSCCC(N=CC1=C(O)CC(C)(C)CC1=O)C(=O)O (centres undefined) | 3 | -3 | 5 | -8 | -8 | -2 | -6 | 3 | -4
COC(=O)c1c(NC(=O)CSc2n[nH]c(N)n2)sc(C)c1C | -15 | -8 | -3 | 3 | 1 | -2 | 0 | -7 | -2
COc1cc(/C=N/Nc2ccc(C(F)(F)F)cn2)ccc1O | 25 | 1 | 8 | 0 | 11 | 6 | 6 | 2 | 6
CCc1nnc(SCC(=O)NC2CC2)n1CC | 1 | -5 | 3 | -5 | 2 | 4 | -5 | -2 | -1
Cc1occc1-c1n[nH]c(=S)n1-c1ccccc1 | -6 | 0 | 7 | -3 | 5 | 11 | 3 | 4 | 1
COc1cc(OC)c(NC(=S)Nc2cccc(C(C)=O)c2)cc1Cl | 3 | -7 | -3 | 0 | 1 | -4 | 6 | -4 | -7
CCCCN1C(=O)NC(NC(=O)C2CC2)(C(F)(F)F)C1=O (centres undefined) | 10 | -2 | 11 | 0 | -8 | 5 | -5 | 7 | -3
Cn1c(SCc2ccon2)nc2ccccc2c1=O | -3 | -1 | 0 | -1 | 6 | 3 | 4 | -4 | 0
CCOc1ccc(NC(=O)Cc2c(O)c3ccccc3[nH]c2=O)cc1 | 0 | 6 | 4 | 0 | 7 | -2 | 4 | -3 | 0
Cc1ccc(CCNC(=O)C2CCCN(S(=O)(=O)c3c(C)noc3C)C2)cc1 (centres undefined) | 6 | 6 | 4 | 0 | 8 | 27* | -10 | -6 | 0
O=C(CCN1N=C(c2ccccc2)CCC1=O)NC1CCCC1 | 7 | 7 | 8 | -2 | 2 | 3 | 4 | 5 | 1
CCC1CCCCN1CCCNC(=O)c1ccc(CS(=O)(=O)Cc2ccc(Cl)cc2)o1 (centres undefined) | 26 | -1 | 4 | 1 | 12 | 4 | 8 | 6 | 2
Cc1ccccc1NC1c2ccccc2C(=O)N1Cc1ccco1 (centres undefined) | 9 | -1 | 0 | -4 | 2 | 7 | 1 | -3 | 3
C[C@H](CO)N1C[C@H](C)[C@@H](CN(C)S(=O)(=O)c2ccc(F)cc2)Oc2c(NC(=O)Nc3ccc(C(F)(F)F)cc3)cccc2C1=O | 22 | -30 | -24 | 4 | 7 | 24* | / | / | /
CCOc1ccccc1N1CCN(C(=O)c2ccc(OCC(=O)N3CCOCC3)c(OC)c2)CC1 | -2 | 2 | 7 | -1 | 2 | 5 | 3 | 4 | -1
COc1ccc(C(=O)N2CCCC(Nc3ccc(C)c(C)c3)C2)cc1F (centres undefined) | 12 | 3 | 11 | 0 | 5 | 5 | -4 | 15 | 0
COc1ccccc1OCCNC(=O)/C=C/c1ccc([N+](=O)[O-])cc1 | 5 | 0 | -2 | 0 | 8 | 2 | 4 | 3 | 1
CCn1c(SCc2nc3ccccc3s2)nc2cc(S(=O)(=O)N3CCOCC3)ccc21 | -49 | 4 | 3 | -5 | 8 | 0 | 2 | -25 | 1

From PubChem
